Bioassay records from PubChem BioAssay.
TAG inh – reduces triacylglycerol accumulation in H9c2 cells; Nile Red lipid (TAG) fluorescence; cells loaded with 200 µM oleic acid; 230,000 tested, 0.66% active; inhibition, % at 12.5 µM;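 active means pattern-corrected inhibition of lipid staining of at least 50% with the nuclear-stain viability signal not falling by more than 50%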;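 further: 0% = DMSO wells and 100% = triacsin C control wells; some results filed as inactive read as strong as hits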
TAG inh DAPI viability – second read-out of TAG inh, no call of its own (marks repeat the call); DAPI nuclei signal change (viability), lower = more cytotoxic, %;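 whole-well DAPI fluorescence read on a plate reader as a viability signal; minus 50 percent equals half of cells still viable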
Starred values were filed as active, the others as inactive. Not all compounds are listed; the hit share may differ from the screen's.

Screens in order – TAG inh DAPI viability, TAG inh
- OC1CCN(C(=S)Nc2ccc(Nc3ccccc3)cc2)CC1
→ -2, 6
- COc1ccc(C2Nc3ccccc3C(=O)N2NS(=O)(=O)c2ccc(C)cc2)cc1 (stereo not given)
→ -1, 7
- C[C@@H](NC(=O)c1nc[nH]c1C(=O)N1CCc2ccccc2C1)c1ccccc1
→ 3, 8
- CCC(=O)Nc1cc2c(cc1Cl)-c1ccccc1C2
→ -4, -9
- CCn1c(=O)c2cc(C(=O)Nc3cccc(C(C)=O)c3)sc2c2ccccc21
→ 27, 22
- O=C(COc1ccccc1)N1CCN=C1SCc1cccnc1
→ -7, -19
- Cc1nc(-c2ccccc2)sc1C(=O)NN
→ 12, -10
- CCCC(=O)NC(C)c1nc2ccccc2[nH]1 (stereo not given)
→ -12, -2
- CC(=O)COc1ccc2c(-c3cccc([N+](=O)[O-])c3)cc(=O)oc2c1
→ -2, 6
- COc1cc(C(=O)N2CCc3ccccc32)cc(OC)c1OC
→ -1, 1
- OCC[C@@H]1C[C@H](O)[C@@H](O)[C@]2(CCc3ccccc3O2)O1
→ 4, -18
- COc1ccc(CN(C(=O)c2ccccc2OC)C2CCS(=O)(=O)C2)cc1 (stereo not given)
→ 16, -10
- COc1ccc(S(=O)(=O)N2CCOC2CNC(=O)C(=O)NCCc2ccc(OC)c(OC)c2)cc1 (stereo not given)
→ 12, -4
- Cc1c(Cc2ccccc2)sc(NC(=O)C(C)(C)C)c1C(N)=O
→ -1, -11
- Cc1ccc(C(C)NC(=O)c2ccncc2)c(C)c1 (stereo not given)
→ 2, -28
- CCCCCC1C(C(=O)OCC)C(=O)NC1(C(=O)OCC)C(=O)OCC (stereo not given)
→ -2, -13
- Cc1ccc(S(=O)(=O)NCc2ccc3c(c2)cc(C)n3C)cc1
→ 0, -4
- O=C(CCCN1C(=O)/C(=C/c2ccccc2Cl)SC1=S)NCCCN1CCOCC1
→ 6, -1
- Cc1ccc(C)c(Nc2cc(C)nc3ncnn23)c1
→ -11, 7
- Nn1c(SCC(=O)NC2CCCC2)nnc1C(F)(F)F
→ 10, -5

(cont.)
Screens in order – TAG inh DAPI viability, TAG inh
- C/[N+]([O-])=C/c1c(OCc2ccc(Cl)cc2Cl)ccc2ccccc12
→ -5, -3
- CCOc1cccc(/C=C2/NC(=O)N(CC(=O)Nc3cccc(C)c3)C2=O)c1O
→ -22, 0
- CC(C)C[C@@]12C(=O)N(c3cccc(Br)c3)C(=O)N1[C@H](c1ccc(F)cc1)[C@@H]1C(=O)N(C3CCCCC3)C(=O)[C@@H]12
→ -8, 39
- COc1ccccc1S(=O)(=O)N(C)C[C@@H]1OCc2cnnn2CCCC(=O)N([C@@H](C)CO)C[C@@H]1C
→ -3, -3
- COc1cc(S(=O)(=O)N2CCN=C2c2ccccc2)c(OC)cc1Cl
→ -1, -6
- CCn1c(SCC(=O)Nc2ccccc2OC)nc(O)cc1=O
→ 4, 1
- C/C(=N\NC(=O)CN1CCN(c2ccc(F)cc2)CC1)c1ccco1
→ -5, 2
- O=C(O)CN(Cc1ccccc1)S(=O)(=O)c1ccc2c(c1)OCCO2
→ 7, 4
- O=C(NC1CC2CCCC(C1)N2S(=O)(=O)c1ccccc1)c1ccccc1 (stereo not given)
→ 18, 6
- COc1cccc2c1C(=O)c1c(O)c3c(c(O)c1C2=O)C[C@@](O)(C(=O)CO)C[C@@H]3O[C@H]1C[C@H](N)[C@H](O)[C@H](C)O1
→ -112, 46
- O=C(O)/C=C/c1cn(Cc2ccccc2)nc1-c1ccc(Cl)cc1
→ 6, -11
- Nc1ccn([C@@H]2O[C@H](CNCc3ccc(Oc4cc(-n5cccn5)ncn4)cc3)[C@@H](O)[C@H]2O)c(=O)n1
→ 7, -3
- COc1ccc(C(CNS(=O)(=O)c2ccc(C)cc2)N2CCN(C)CC2)cc1 (stereo not given)
→ -13, 9
- O=C(Nc1ccc(Cl)cc1)c1ccc2c(c1)OCO2
→ -4, -4
- CCOC(=O)C1(CCc2ccccc2)CCN(Cc2cc(OC)c(OC)cc2OC)CC1
→ 12, 4
- CCn1c(SCc2nc3ccccc3nc2C)nnc1-c1cccs1
→ 2, -4
- Cc1ccc(Cc2c(-c3ccccc3)nc3cc(C)ccn23)cc1
→ 6, -16
- Cc1ccc(-c2nn(-c3ccc(F)cc3)cc2C(=O)N(C)CC(=O)Nc2ccc(N3CCOCC3)cc2)cc1
→ 5, 8
- Cn1c(C2=C(O)CN(Cc3ccccc3)C2=N)nc2ccccc21
→ -4, -12
- O=C(CSc1nnc(CN2CCCC2)n1-c1ccc(F)cc1)c1ccc2c(c1)OCO2
→ 3, 13

The results go on.
Screens in order – TAG inh DAPI viability, TAG inh
- COc1cccc(CNC(=O)CCC2CCCN(C(=O)C3=CC(=O)CC(C)(C)O3)C2)c1 (stereo not given)
→ 7, 11
- Cc1noc(C)c1S(=O)(=O)Nc1ccc2c(c1)C(=O)N([C@H](C)CO)C[C@H](C)[C@@H](CN(C)C(=O)Nc1ccc3c(c1)OCO3)O2
→ -2, 1
- CCN(CC)S(=O)(=O)c1ccc(N2CCOCC2)c(NC(=O)c2cc(Cl)c3c(c2)OCO3)c1
→ -11, 33
- COC(=O)C1CCN(C(=O)CN2C(=O)NC(CCc3ccccc3)C2=O)CC1 (stereo not given)
→ 0, -8
- N#Cc1cc2c(=O)n3ccccc3nc2n(CCCN2CCOCC2)c1=O
→ 23, 15
- CCOc1ccc(CN(C)C(=O)c2cc(S(=O)(=O)N3CCCC3)ccc2C)cc1
→ -1, -11
- Cc1ccc(S(=O)(=O)N/N=C\c2cn(CC(N)=O)c3ccccc23)cc1
→ -3, -1
- Cc1cc(C)n(-c2ccc(C(=O)NCC(c3ccco3)N3CCCC3)cc2)n1 (stereo not given)
→ 0, -12
- Cc1ccc(NC(=O)NC(=O)N(c2ccccc2)S(C)(=O)=O)cc1
→ -16, 18
- CC(=O)N(Cc1ccccc1)Cc1nc2sc(C)c(C)c2c(=O)[nH]1
→ -4, 17
- Cn1c(=O)c2c(nc(CN3CCOCC3)n2CCCc2ccccc2)n(C)c1=O
→ -16, 20
- COc1cc2c(cc1OC)C(C)N(C(=O)c1c(-c3ccccc3)noc1C)CC2 (stereo not given)
→ -17, 12
- COCCN1CCN(C(=O)C2CCC(=O)N(CCc3ccccc3)C2)CC1 (stereo not given)
→ 2, 3
- CC1=C/C(=N\OS(=O)(=O)c2ccccc2)C=CC1=O
→ 17, -16
- CCCOc1ccc(/C=C/C(=O)OCC(=O)N(C)c2c(N)n(Cc3ccccc3)c(=O)[nH]c2=O)cc1OCC
→ 9, 8
- O=C(NC1CC1)c1ccc(-c2nc3ccccc3s2)s1
→ 9, -5
- CC(=O)c1ccccc1NC(=O)CSCc1nc2sc(C)c(C)c2c(=O)[nH]1
→ 0, 5
- CSc1ccc(-c2c(C#N)c(N)nc3c2c(C)nn3-c2ccccc2)cc1
→ 12, -6
- COC(=O)c1ccc2nc(-c3ccc(S(C)(=O)=O)cc3)cn2c1
→ 3, 3
- COC(=O)CCC(=O)Nc1ccc(OC)cc1
→ 1, -9

More results.
Screens in order – TAG inh DAPI viability, TAG inh
- CC(=O)Oc1ccccc1C1OCCN1C(C)=O (stereo not given)
→ -4, 8
- CCOC(=O)C(C(=O)Nc1ccccc1)C1CCCCC1 (stereo not given)
→ -11, -15
- CCOc1ccccc1N1CC(C(=O)Nc2cc(S(=O)(=O)N3CCOCC3)ccc2OC(C)C)CC1=O (stereo not given)
→ -6, -12
- CC1CCC2(CC1)NC(=O)N(CC(=O)Nc1cccnc1Cl)C2=O (stereo not given)
→ -4, -11
- O=C(c1cccc(S(=O)(=O)N2CCCCCC2)c1)N1CCN(Cc2ccccc2)CC1
→ 7, 4
- COc1cc(OC)c(OC)cc1CNC(=O)c1cc(S(=O)(=O)N(C)c2ccccc2OC)ccc1C
→ -3, -25
- CCOc1ccc2ccccc2c1CNCCc1ccc(S(N)(=O)=O)cc1
→ -4, 6
- Cc1cc(NC(=O)c2sccc2C)n(-c2nc3ccccc3[nH]2)n1
→ -5.6*, 64*
- CC1Cc2ccccc2N1C(=O)CSc1nccc(=O)[nH]1 (stereo not given)
→ 3, 2
- CC12CCC(=O)N1C(C(=O)NCc1ccccc1F)CS2 (stereo not given)
→ 1, -13
- CC1=NN(C(N)=S)C(=O)C1N=Nc1c(Cl)cc([N+](=O)[O-])cc1Cl (stereo not given)
→ -24, 20
- O=C(Nc1ccccc1F)c1ccc2c(c1)OCO2
→ 9, 0
- CC(OC(=O)c1ccc(S(=O)(=O)N(C)C)cc1)C(=O)Nc1ccc(Cl)cn1 (stereo not given)
→ -8, 3
- CCOC(=O)CNC(=O)CSc1ncccc1-c1nc2ccccc2[nH]1
→ 0, -2
- CC(=O)Nc1ccc(S(=O)(=O)NCCC(=O)OCc2ccc([N+](=O)[O-])cc2)cc1
→ 7, -21
- OCCOCCNc1ncnc2c1cnn2-c1ccccc1
→ 0, 1
- CC(Sc1nnc(COc2ccc(Cl)cc2)o1)C(=O)Nc1ccc(N2CCOCC2)cc1 (stereo not given)
→ -10, 4
- CC1(C)Cc2c(sc3nc(SCC(=O)NCc4ccccc4)n(-c4ccccc4)c(=O)c23)CS1
→ 11, 47
- O=c1[nH]cc(F)c(=O)[nH]1
→ -16, 17
- O=C(O)c1ccccc1C(=O)OC1CCCC2CCCC21 (stereo not given)
→ 0, -19

Carrying on:
Screens in order – TAG inh DAPI viability, TAG inh
- CCOC(=O)/C(C#N)=C\N(C)C
→ 8, -17
- O=C(CCCOc1ccccc1)Nc1cccc([N+](=O)[O-])c1
→ -9, 14
- O=C(O)CCC(=O)Nc1nc2nccc(-c3ccccc3)n2n1
→ 4, -6
- Cc1[nH]n(-c2ccccc2)c(=O)c1N=Nc1cccc(S(=O)(=O)N2CCOCC2)c1
→ -22, 49
- O=C(CCN1C(=O)/C(=C/c2cccs2)SC1=S)NC1=NCCS1
→ 8, -8
- Cc1ccc(S(=O)(=O)NCC(=O)N(CC(=O)NCC2CCCO2)Cc2ccccc2)cc1 (stereo not given)
→ 2, -10
- CCc1ccc(C(=O)Nc2ccc(OC)c(S(=O)(=O)N3CCOCC3)c2)cc1
→ -10, 5
- COc1cc(/C=C(/Sc2nnc(-c3ccc(F)cc3)o2)C(=O)O)ccc1OC(F)F
→ -19, 18
- Cc1ccc(-c2nnn(CC(=O)N(CCN3CCOCC3)C(C(=O)NC(C)(C)C)c3ccc(C)o3)n2)cc1 (stereo not given)
→ 4, 2
- COc1ccc(CNC(=O)c2cnc3cc(C)ccn3c2=O)cc1
→ -6, 0
- CCN1CCS/C1=C/C=C/C1=[N+](CC)CCS1
→ -13, -16
- CC(C)(C)NC(=O)CC1C[C@H](C(=O)N2CCOCC2)[C@@]2(C)c3[nH]c4ccccc4c3CCN2C1=O (stereo not given in full)
→ -13, 16
- CCOc1ccc(NC(=O)CSc2nc3ccccc3nc2N2CC(C)OC(C)C2)cc1 (stereo not given)
→ -3, 30
- C#CCOCCOCCOCCNc1nc(N2CCN(C(=O)CCCCCCCCCCNC(=O)Cn3cc(CCCCCN)nn3)CC2)nc(N2CCN(C(=O)CCCCCCCCCCNC(=O)[C@H]([C@@H](C)CC)n3cc(CCCCN=C(N)N)nn3)CC2)n1
→ -2, -3
- O=C1CC/C=C\C[C@@H](CC(=O)N(CCO)Cc2ccccc2)C(=O)N[C@H](Cc2c[nH]c3ccccc23)CO1
→ -4, -19
- C#CCN(C[C@@H]1[C@@H](OC(=O)Nc2cccs2)[C@@H](OC(=O)Nc2cccs2)Cn2c(=O)ccc(=O)n21)S(=O)(=O)c1ccc(C)cc1
→ -60, 77
- Cc1ccc(S(=O)(=O)NNC(=O)c2cnn(-c3ccccc3)c2C(F)(F)F)cc1
→ 7, 2
- COc1cc(-c2nc(-c3ccc4c(c3)-c3ccccc3S4(=O)=O)c(-c3ccccc3)[nH]2)cc(OC)c1O
→ -2, 42
- CCc1ccc(NC(=O)Cn2cc([N+](=O)[O-])nc2C)cc1
→ 4, 0
- CCOc1ccc(NC(=S)NC(=O)c2cnn(CC)c2)c([N+](=O)[O-])c1
→ 4, -28

Another view of part of the listing above:
CCOC(=O)/C(C#N)=C\N(C)C
  TAG inh DAPI viability = 8
  TAG inh = -17
O=C(CCCOc1ccccc1)Nc1cccc([N+](=O)[O-])c1
  TAG inh DAPI viability = -9
  TAG inh = 14
O=C(O)CCC(=O)Nc1nc2nccc(-c3ccccc3)n2n1
  TAG inh DAPI viability = 4
  TAG inh = -6
Cc1[nH]n(-c2ccccc2)c(=O)c1N=Nc1cccc(S(=O)(=O)N2CCOCC2)c1
  TAG inh DAPI viability = -22
  TAG inh = 49

(list continues)
Screens in order – TAG inh DAPI viability, TAG inh
- C#CCOCCOCCOCCNc1nc(N2CCN(C(=O)[C@H]([C@@H](C)CC)n3cc(CCC(=O)O)nn3)CC2)nc(N2CCN(C(=O)[C@H](C)n3cc(CCCN=C(N)N)nn3)CC2)n1
→ 7, 4
- O=C(NCc1cccc(C(F)(F)F)c1)c1csc([C@@H]2O[C@H](CO)[C@H](O)[C@H](O)[C@H]2O)n1
→ -8, 16
- Cc1ccc(NC(=O)Nc2cccc([N+](=O)[O-])c2)nc1
→ 1, -13
- COc1ccc(CNC(=O)CCc2nc3cc(S(=O)(=O)N(C)C)ccc3n2C)cc1OC
→ 7, -2
- CC(C)Cn1c(-c2ccccc2)nc(=S)c2c1CCCC2
→ 3, -3
- COc1cc(OC)cc(C(=O)NCC(=O)NCc2ccccn2)c1
→ 2, -1
- O=C(/C=C/c1ccc(Br)o1)NCCCN1CCOCC1
→ 0, 4
- CC(CCc1ccccc1)NS(=O)(=O)c1ccccc1 (stereo not given)
→ 3, 5
- COc1ccc(NC(=S)Nc2cc(C(F)(F)F)ccc2F)cc1
→ -6, -10
- O=C(Cn1cc2c(n1)CCCC2)NCC1CCCO1 (stereo not given)
→ -2, -6
- O=C(Cn1nnc(-c2ccccc2)n1)NNC(=O)c1ccccc1
→ -3, 7
- CC1Cc2ccccc2N1C(=O)CN(C)CC(=O)Nc1ccc(F)cc1 (stereo not given)
→ 4, 7
